# GAA glycogen mod: qHTS Assay for Inhibitors and Activators of Human alpha-Glucosidase Cleavage of Glycogen; Potency, µM (titrated, usually from 76.4 µM), without a hit: at the top dose activity change, negative = inhibition, actives largely listed as inhibitors; AID 2100, 2009; recombinant GAA, glycogen substrate, Amplex Red glucose oxidase fluorescence; Lysosomal alpha-glucosidase (Homo sapiens), P10253; hit rate 0.38% among 300,000; active = well fitted inhibition curve with a large enough effect;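 note: 0% = full enzyme reaction and -100% = no-enzyme basal signal; the screen sought inhibitors and activators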
#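 qHTS, 1536-well; enzyme 4 nM final; cpd up to 77 uM; substrate bovine liver glycogen 30 ug; 50 mM citrate/phosphate pH 5.0, 0.01% Tween-20; 37 C, 40 min; Amplex Red detection 45 min RT; Hill fit → AC50.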
# The depositor's hits bear a star; & = joins results of further samples; [ ] = remark or other dose. Potency is the fitted concentration of half-maximal effect. These rows are one share of the data; rates above refer to the full screens.
# Preview:
SMILES,GAA glycogen mod
O=C(NCc1ccc2c(c1)OCO2)c1c(Cl)cccc1Cl,-3.6%[76.3 µM]
CC1=C(C(N)=O)C(c2ccc(C(C)C)cc2)n2nc(SCc3ccccc3)nc2N1 (stereo not given),-11.4%[76.3 µM]
COCCNC(=O)C1CCC(CNS(=O)(=O)c2ccc(F)cc2)CC1 (stereo not given),6.6%
CCCn1cnc2scc(-c3ccc(C)c(C)c3)c2c1=O,-14.0%[76.3 µM]
CN(Cc1ccccn1)C(=O)c1ccc2nc(Cc3cccc(Cl)c3)oc2c1,-0.1%[76.3 µM]
CCCN1C(=O)c2[nH]nc(-c3cccc(OC)c3)c2C1c1ccccn1 (stereo not given),-0.5%[76.3 µM]
O=C(CCNC(=O)C1CCN(S(=O)(=O)c2ccccc2)CC1)NCc1ccc(Cl)cc1,-2.9%[76.3 µM]

# The listing, repeating the preview:
SMILES,GAA glycogen mod
O=C(NCc1ccc2c(c1)OCO2)c1c(Cl)cccc1Cl,-3.6%[76.3 µM]
CC1=C(C(N)=O)C(c2ccc(C(C)C)cc2)n2nc(SCc3ccccc3)nc2N1 (stereo not given),-11.4%[76.3 µM]
COCCNC(=O)C1CCC(CNS(=O)(=O)c2ccc(F)cc2)CC1 (stereo not given),6.6%
CCCn1cnc2scc(-c3ccc(C)c(C)c3)c2c1=O,-14.0%[76.3 µM]
CN(Cc1ccccn1)C(=O)c1ccc2nc(Cc3cccc(Cl)c3)oc2c1,-0.1%[76.3 µM]
CCCN1C(=O)c2[nH]nc(-c3cccc(OC)c3)c2C1c1ccccn1 (stereo not given),-0.5%[76.3 µM]
O=C(CCNC(=O)C1CCN(S(=O)(=O)c2ccccc2)CC1)NCc1ccc(Cl)cc1,-2.9%[76.3 µM]
Cc1cc(C)cc(NC(=O)C(Cc2ccccc2)NS(=O)(=O)c2ccc3c(c2)c(=O)n(C)c(=O)n3C)c1 (stereo not given),-4.0%[76.3 µM]
CC1CCN(C(=O)c2ccc3c(c2)N(Cc2ccccc2)C(=O)c2ccccc2S3(=O)=O)CC1,-12.2%[76.3 µM]
CCOC(=O)c1c(S(=O)(=O)Nc2ccc(F)cc2Cl)c(C)n(C)c1C,3.7%[76.3 µM]
O=C(Nc1ccc2c(c1)OCO2)O[C@@H]1C[C@H]2CCC(=O)N3CC[C@@H](C1)[C@@H]23,-12.2%[76.3 µM]
Cc1nn(C)cc1S(=O)(=O)N1CCN(c2ccc(F)cc2)CC1,-13.4%[76.3 µM]
CCc1nnc(NS(=O)(=O)c2ccc(NC(=O)CCC(=O)O)cc2)s1,20.3%[76.3 µM]
CC(C)[C@H](NC(=O)C1CCN(S(=O)(=O)c2ccc(F)cc2)CC1)C(=O)NCc1ccco1,1.7%[76.3 µM]
O=C(Nc1ccccc1NC(=O)c1ccc(F)cc1)c1ccc(F)cc1,0.6%
CCC(=O)c1ccc(OCC(=O)OCC(=O)NCC2CCCO2)cc1 (stereo not given),-0.1%[76.3 µM]
O=C(NC(=S)Nc1cc([N+](=O)[O-])ccc1O)C1CC1,-12.4%[76.3 µM]
Cc1ccc(C(C(=O)NC(C)(C)C)N(Cc2ccco2)C(=O)CCC(=O)Nc2ccccn2)cc1 (stereo not given),1.4%
CN1CCN(CCC(=O)Nc2ccc(Cl)cc2)CC1,-2.1%[76.3 µM]
O=C(Nc1c(C(=O)Nc2cccc(F)c2)oc2ccccc12)c1cc2ccccc2o1,3.6%[76.3 µM]
N#CC1(NC(=O)COC(=O)CCN=C2NS(=O)(=O)c3ccccc32)CCCCC1,-2.9%[76.3 µM]
O=C(N/N=C/c1cccs1)c1cc(-c2ccc(Cl)s2)[nH]n1,-2.2%
Cc1ccc(NC(=O)Cn2c(=O)n(CCC(=O)NCCc3ccccc3)c(=O)c3ccccc32)cc1,-0.3%[76.3 µM]
CCOC(=O)CNC(=O)N1CCC(CCOc2ccccc2)(C(=O)OCC)CC1,-5.0%[76.3 µM]
Cn1c(=O)c(=O)n(C)c2cc(S(=O)(=O)N3CCCC3C(=O)Nc3ccccc3F)ccc21 (stereo not given),4.4%&12.9%[76.3 µM]

# (continued)
SMILES,GAA glycogen mod
COc1cccc2cc(C(=O)NCc3ccc(Cl)cc3)c(=O)oc12,1.9%
O=C(NCCN1CCNC1=O)C1CCC(=O)N(CCc2ccc(Cl)cc2)C1 (stereo not given),-6.7%[76.3 µM]
O=C(CC(=O)Nc1ccc(Cl)cc1Cl)Nc1ccc(Cl)cc1Cl,-6.8%
O=Cc1ccc(OC(=O)Cc2ccc(F)cc2)cc1,-8.4%[76.3 µM]
c1ccc(CCCN2CCN(c3ccccc3)CC2)cc1,-1.0%[76.3 µM]
Cc1ccc(Cl)cc1NS(=O)(=O)c1cc2[nH]c(=O)c(=O)[nH]c2cc1C,4.4%[76.3 µM]
Cc1cccc(N(C)C(=O)CCS(=O)(=O)c2ccc3c(c2)n(C)c(=O)c(=O)n3C)c1,18.2%[76.3 µM]
COc1ccc(C(OCC(O)CNCCc2ccc(S(N)(=O)=O)cc2)c2ccc(OC)cc2)cc1 (stereo not given),0.8%
COc1ccccc1C1C=C(c2ccc(F)cc2)Nc2nc(-c3ccc(Cl)cc3)nn21 (stereo not given),2.0%[76.3 µM]
Cc1ccc(OCC(=O)Nc2nonc2-c2ccc(Br)cc2)cc1,-1.8%[76.3 µM]
Cc1ccc2c(c1)NC(c1cccnc1)=NC(c1ccc(F)cc1)=N2,-8.9%[76.3 µM]
Cc1ccc(S(=O)(=O)NNC(=O)/C=C/c2cccc(F)c2)cc1,0.3%
COc1ccc(C(=O)N2CCCC(Nc3ccc(F)cc3)C2)cc1F (stereo not given),3.8%[76.3 µM]
CCN1CCN(C(CNS(=O)(=O)c2ccc(Cl)cc2)c2cccnc2)CC1 (stereo not given),-0.1%[76.3 µM]
CCc1ccc(NC(=O)CCC(=O)Nc2nnc(C(F)(F)F)s2)cc1,2.8%[76.3 µM]
O=C(CSc1nnc(NC(=O)c2c(F)cccc2F)s1)NC1CCCCC1,-2.7%[76.3 µM]
Cc1c(C(=O)N(Cc2ccccc2F)C2CCS(=O)(=O)C2)oc2ccccc12 (stereo not given),-4.2%[76.3 µM]
O=C(O)COc1ccc(S(=O)(=O)N2CCCC2)cc1,-2.7%[76.3 µM]
COc1ccc(S(=O)(=O)NCCCCOc2ccc(Cl)cc2)cc1,-10.6%
Cc1cc(=O)[nH]c(SCCc2ccccc2)n1,-19.6%[15.3 µM]
CCCn1c(N)c(N(CCOC)C(=O)c2ccc(F)cc2)c(=O)[nH]c1=O,-6.8%
COc1ccccc1CNC(=O)CCC(=O)N1CCOc2ccc(Cl)cc21,-6.0%[76.3 µM]
COc1ccccc1N1CCN(S(=O)(=O)c2c(C)sc3ncn(CC(=O)Nc4ccccc4F)c(=O)c23)CC1,-6.1%[76.3 µM]
COc1cc(Cl)c(C)cc1NC(=O)Cn1ncc2c1-c1cc(C)ccc1OC2,-2.3%[76.3 µM]
COc1ccccc1N(CC(=O)NC1CCCCC1)C(=O)CCC(=O)Nc1nccs1,-3.4%

# The list goes on; the last 2 above are carried over.
SMILES,GAA glycogen mod
COc1cc(Cl)c(C)cc1NC(=O)Cn1ncc2c1-c1cc(C)ccc1OC2,-2.3%[76.3 µM]
COc1ccccc1N(CC(=O)NC1CCCCC1)C(=O)CCC(=O)Nc1nccs1,-3.4%
COc1ccc(CCNC(=O)Cn2nnc(-c3cccc(C(F)(F)F)c3)n2)cc1OC,-7.8%[76.3 µM]
COc1ccc(-c2noc(CN(C)C(=O)c3ccco3)n2)cc1,-1.4%
COCCN(CCOC)Cc1c(O)ccc2c1O/C(=C\c1ccco1)C2=O,1.2%
C[C@H](NC(=O)[C@H](Cc1ccccc1)NC(=O)c1cc2cc(Cl)ccc2n1C)C(=O)O,1.7%
Cc1ccc(C2=NN(CCC#N)C(=O)CO2)cc1,5.9%
CN1CCN(C(=O)c2cc(=O)c3cc(Cl)ccc3o2)CC1,0.7%
Cc1cccc(C)c1OCC(=O)Nc1c(C(=O)c2ccccc2)oc2ccccc12,10.2%[76.3 µM]
O=C1NC(=Nc2cccc([N+](=O)[O-])c2)SC1(CO)CO,-4.8%
CCCN1CCC(NC(=O)Cc2ccc(C)cc2)CC1,2.0%[76.3 µM]
NC(=O)c1cc(S(=O)(=O)N2CCCC2)ccc1OCc1ccc(F)cc1,-5.7%
Cc1cc(C)cc(NC(=O)CSc2nnc(COc3ccccc3Cl)o2)c1,8.5%[76.3 µM]
O=C1CC(C(=O)N2CCCc3ccccc32)CN1c1ccc(F)cc1 (stereo not given),-17.5%
CCOc1ccccc1CN1CCC(Oc2cccc(C(=O)NCCOC)c2)CC1,-7.5%[76.3 µM]
CCOc1ccc(N(CC)C(=O)c2cn(CC)c(=O)c3cc(OC)c(OC)cc23)cc1,-2.3%
COc1ccc(CNC(=O)CN2CCN(c3ccccc3)CC2)cc1,2.5%
COc1ccc(NC(=O)C2CC(c3cccc(Br)c3)=NO2)cc1OC (stereo not given),-4.6%[76.3 µM]
COc1ccc(CN2CCCN(C)CC2)c(OC)c1C,-14.7%[76.3 µM]
COc1ccccc1CNC(=O)[C@@H]1CCCN1S(=O)(=O)c1ccc(Cl)cc1,2.0%
COc1ccc(CN(C)C(=O)CCCNC(=O)c2ccc(Cl)cc2)cc1,1.5%
C/C(=N\NC(=O)c1cc(-c2ccc(Br)s2)[nH]n1)c1ccncc1,5.8%
O=C1CCC[C@@H]2Cc3[nH]c4c(Cl)ccc(Cl)c4c3[C@@H]3CCN1[C@H]23,11.6%[76.3 µM]
Cc1cccc(NC(=O)CCN2C(=O)c3ccccc3S2(=O)=O)c1C,-6.4%[76.3 µM]
COc1cc(C2/C(=C(\O)c3ccc4c(c3)OCCO4)C(=O)C(=O)N2Cc2ccco2)ccc1O (stereo not given),3.0%[76.3 µM]
Cn1c(=O)c2sccc2n2c(CCC(=O)N3CCN(c4ccccc4)CC3)nnc12,7.9%[76.3 µM]
COCCN(Cc1cc2ccc(C)cc2[nH]c1=O)S(=O)(=O)c1ccccc1,-7.0%

# Additional records follow:
SMILES,GAA glycogen mod
O=C(COc1ccc(Cl)cc1)NCCCNC(=O)c1ccccn1,-0.2%
O=C(O)c1cn2c3c(ccc(Cl)c3c1=O)OCC2,-8.4%
COc1ccc(OC)c(NC(=O)Cn2cnc3onc(-c4ccc(Cl)cc4)c3c2=O)c1,-6.7%[76.3 µM]
COC(C(=O)N/N=C(\C)c1ccc(O)cc1)c1ccccc1 (stereo not given),2.4%[76.3 µM]
CCC1Oc2ccc(C)cc2N(CC(=O)NCCCN2CCOCC2)C1=O (stereo not given),9.6%[76.3 µM]
CCn1nc(NC(C)=O)c2cc3ccc(C)cc3nc21,0.7%
Cc1oc(-c2cccc(Cl)c2)nc1CN1CCC(C(=O)NC(C)c2ccccc2)CC1 (stereo not given),-14.1%[76.3 µM]
CCn1cc(C(=O)NCC(C)C)c(=O)c2cc(F)c(N3CCN(C(=O)c4ccco4)CC3)cc21,2.4%
CCOc1ccc(Br)cc1C1=NN(C(C)=O)C(c2ccc([N+](=O)[O-])s2)O1 (stereo not given),1.3%
CCCCCCCNC(=O)C1(CC2CC(c3cccc(Br)c3)=NO2)CCNCC1 (stereo not given),11.1%[76.3 µM]
COc1cccc(OC)c1C(=O)Nc1nc(-c2ccccc2)cs1,-13.3%[76.3 µM]
CCN(CC)c1ccc(-c2nc(-c3ccccn3)no2)cc1[N+](=O)[O-],-9.5%[76.3 µM]
O=C(Cn1c(=O)nc(-c2ccccc2F)c2cc(Cl)ccc21)NCCCc1ccccc1,6.3%[76.3 µM]
O=C(Nc1cccc(C(F)(F)F)c1)c1ccc2snnc2c1,-9.3%[76.3 µM]
O=C(COc1ccc2c3c(c(=O)oc2c1)CCC3)NCc1ccncc1,-9.5%[76.3 µM]
COc1cc(C(=O)OC(C)CN2CCCCC2)cc(OC)c1OC (stereo not given),5.6%[76.3 µM]
COc1cccc(C2C(C(=O)c3cccs3)=C(O)C(=O)N2CCN2CCOCC2)c1OC (stereo not given),-9.9%
COc1ccc(CNC(=O)c2cnc3ccc(C)cn3c2=O)cc1,9.3%[76.3 µM]
O=C1ON=C(c2ccccc2)/C1=C/c1ccc(O)c(O)c1,-1.9%
COc1ccccc1OCC(=O)Nc1c(C(=O)c2ccc(F)cc2)oc2ccccc12,0.5%[76.3 µM]
O=C(/C=C/c1ccccc1)Nc1nc2n(n1)C(c1ccc(F)cc1)C=C(c1ccccc1)N2 (stereo not given),-5.2%[76.3 µM]
COc1ccc(-c2nc3c(c(SCC(=O)Nc4ccc(C(=O)O)cc4)n2)Cc2ccccc2O3)cc1,9.4%[76.3 µM]
COc1cc(S(=O)(=O)NCc2ccc(F)cc2)ccc1-n1cnnn1,3.1%
CCCC(O)c1nc2ccccc2n1Cc1ccccc1OC (stereo not given),-2.2%[76.3 µM]
C=CCC1(CC=C)CCCN1C(=O)c1cc(COc2ccc(F)c(F)c2)on1,3.7%[76.3 µM]

# Further results.
SMILES,GAA glycogen mod
CCOc1ccc(C(=O)c2cn(CC(=O)Nc3ccc(F)cc3)c3cc4c(cc3c2=O)OCCO4)cc1,12.8%[76.3 µM]
ClC1(Cl)CC1CSc1nnc(-c2ccncc2)o1 (stereo not given),-7.0%[76.3 µM]
C=CCSc1nc2sc3c(c2c(=O)[nH]1)CC(C)(CC)OC3 (stereo not given),1.7%
COc1ccc(-c2nc(C#N)c(N3CCCCC3)o2)cc1,0.7%
COc1cc(CN2CCCC(CO)(Cc3ccccc3)C2)ccc1O (stereo not given),-8.4%[76.3 µM]
COc1cccc(OCC(=O)N(C)Cc2nc(-c3ccccc3)no2)c1,-11.1%[76.3 µM]
COc1cccc(N2C(=O)CN(Cc3cc(OC)c(OC)c(OC)c3)C2=S)c1,-21.5%

# Arranged by SMILES length (descending): three of the compounds above
SMILES,GAA glycogen mod
COc1cccc(N2C(=O)CN(Cc3cc(OC)c(OC)c(OC)c3)C2=S)c1,-21.5%
COc1cccc(OCC(=O)N(C)Cc2nc(-c3ccccc3)no2)c1,-11.1%[76.3 µM]
COc1ccc(-c2nc(C#N)c(N3CCCCC3)o2)cc1,0.7%

# Source: PubChem (National Center for Advancing Translational Sciences (NCATS))
